FUS yeast rescue – qHTS for Suppressors of FUS Proteinopathy: Primary screen using FUS-linked yeast assay | Potency, µM (series often up to 76.6 µM), for inactives: top-dose growth rescue (activation), usual class: activators | 390,000 compounds, 0.24% hits | S. cerevisiae FUS-expressing, growth rescue, OD600, 24 h;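 note: potency is the fitted concentration of half-maximal effect; plate controls were DMSO vehicle for no effect and reference control for full effect; nearly all actives have a fitted effect of over 55% in size; some results filed as inactive show a strong effect at the top dose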
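Yeast expressing FUS under galactose induction, OD 0.005 in 2% galactose medium; compounds in a dilution series, 24 h at 30C. Growth rescue by absorbance at 600 nm; CP55940 positive control, DMSO negative.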
aSyn yeast inh – qHTS of alpha-syn Inhibitors; Yeast expressing alpha-synuclein, growth rescue, BacTiter-Glo, 24 h; Potency, µM (top dose mostly 46.1 µM), without a hit: at the highest dose growth rescue (activation), hits mostly activators; 370,000 compounds, 0.14% hits; note: potency is the fitted concentration of half-maximal effect; % of control where 0% means no effect; nearly all actives have a fitted effect of over 65% in size
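Galactose-induced alpha-syn yeast (OD600=0.02, raffinose-pregrown) + pinned cpd, 24 hr, 30 deg C; growth by BacTiter-Glo luminescence. Growth restoration scores as activation.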
PTHR1 agonist – qHTS for PTHR1 Agonists: Primary Screen. HEK293 GP2 PTHR1 cells, GloSensor cAMP luminescence, 1 h. Potency, µM (titrated, usually from 115 µM), without a hit: at the top dose activation, hits mostly activators. 410,000 compounds, 0.075% hits. AID 743266, 2014; note: potency is the fitted concentration of half-maximal effect; nearly all actives have a fitted effect of over 55% in size; some results filed as inactive show a strong effect at the top dose; inactives centre near -15; many of its hits are not listed in these tables
Target sequence (Q03431 whole entry, looked up): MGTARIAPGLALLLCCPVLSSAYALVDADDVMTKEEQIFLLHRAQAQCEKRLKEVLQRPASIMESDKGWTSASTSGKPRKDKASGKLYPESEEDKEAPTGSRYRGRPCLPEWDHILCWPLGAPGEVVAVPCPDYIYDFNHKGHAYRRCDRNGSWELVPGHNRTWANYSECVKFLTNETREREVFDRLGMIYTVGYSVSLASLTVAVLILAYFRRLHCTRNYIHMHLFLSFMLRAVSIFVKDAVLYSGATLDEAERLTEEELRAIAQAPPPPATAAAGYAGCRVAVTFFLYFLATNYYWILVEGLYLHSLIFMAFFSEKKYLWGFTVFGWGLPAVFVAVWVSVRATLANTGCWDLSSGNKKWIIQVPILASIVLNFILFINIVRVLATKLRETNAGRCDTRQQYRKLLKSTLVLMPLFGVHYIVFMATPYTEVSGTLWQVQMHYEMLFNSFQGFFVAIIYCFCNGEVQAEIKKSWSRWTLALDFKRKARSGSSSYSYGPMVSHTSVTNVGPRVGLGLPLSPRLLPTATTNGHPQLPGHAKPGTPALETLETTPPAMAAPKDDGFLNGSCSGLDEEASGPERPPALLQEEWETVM
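HEK-293-derived GP2 cells expressing PTHR1 and a GloSensor cAMP reporter, 3,000/well, plated overnight, given luciferin plus IBMX (each 0.5 mM as added) for 1 h at 37 °C, then compound for 1 h at 37 °C. Luminescence was read after 15 min at room temperature.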
Abeta yeast res – qHTS for compounds that reverse cellular toxicity of Amyloid beta (A-beta) peptide in yeast: Primary Screen | yeast expressing A-beta42, growth rescue, OD600, 48 h; response scale: 0% DMSO, 100% iron-clioquinol control | Potency, µM (doses to about 46.1 µM), inactives show at the top dose growth rescue, most hits filed as activators | AID 1347071, 2019 | 410,000 compounds, 0.063% hits; note: potency is the fitted concentration of half-maximal effect; nearly all actives have a fitted effect of over 55% in size
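Growth rescue measured by 600 nm absorbance after 48 h yeast culture at 30 C with compound. Values normalized between DMSO and an equimolar ferric chloride plus clioquinol control.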
TDP-43 yeast inh – qHTS of TDP-43 Inhibitors; Potency, µM (top dose mostly 46.1 µM), inactives show at the top dose growth rescue (activation), hits mostly activators; AID 652104, 2013; TDP-43 expressing yeast growth rescue, BacTiter-Glo, 24 h; 410,000 compounds, 1.8% hits; note: potency is the fitted concentration of half-maximal effect; % of control where 0% means no effect; nearly all actives have a fitted effect of over 50% in size
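Galactose-induced TDP-43 yeast, OD600=0.02, compound pinned; 24 hr, 30 deg C; BacTiter-Glo luminescence for growth. Inhibitors of TDP-43 toxicity read as activators.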
DRD3 antagonist – qHTS of D3 Dopamine Receptor Antagonist: qHTS; 360,000 compounds, 2.5% hits; D3R cells, DiscoveRx beta-arrestin luminescence, antagonist mode; stronger effect = lower value; D(3) dopamine receptor (Homo sapiens), P35462; max response, negative = inhibition, %; AID 652054, 2013; in the data active = max response below about -50%; inconclusive = no clear call, values can overlap the other calls; note: % is set by controls: 0 for no effect and ±100 for the full control effect; mostly tested at two doses, the higher about 12 µM
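Cells expressing the human receptor were seeded at 1500 cells/well, incubated overnight at 37 degrees C in 5% CO2, then exposed to library compounds with dopamine controls for 90 minutes at 37 degrees C before luminescent detection.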
GLP-1R agonist – qHTS of GLP-1 Receptor Agonists; Glucagon-like peptide 1 receptor (Homo sapiens), P43220; HEK293 GLP-1R CRE-luciferase, luminescence, 4-6 h; cells express a hypersensitive GLP-1R form; Potency, µM (doses to about 45.6 µM), for inactives: top-dose activation, hits mostly activators; AID 624172, 2012; 380,000 compounds, 0.007% hits; note: potency is the fitted concentration of half-maximal effect; % of control where 0% means no effect
Target sequence (P43220 whole entry, looked up): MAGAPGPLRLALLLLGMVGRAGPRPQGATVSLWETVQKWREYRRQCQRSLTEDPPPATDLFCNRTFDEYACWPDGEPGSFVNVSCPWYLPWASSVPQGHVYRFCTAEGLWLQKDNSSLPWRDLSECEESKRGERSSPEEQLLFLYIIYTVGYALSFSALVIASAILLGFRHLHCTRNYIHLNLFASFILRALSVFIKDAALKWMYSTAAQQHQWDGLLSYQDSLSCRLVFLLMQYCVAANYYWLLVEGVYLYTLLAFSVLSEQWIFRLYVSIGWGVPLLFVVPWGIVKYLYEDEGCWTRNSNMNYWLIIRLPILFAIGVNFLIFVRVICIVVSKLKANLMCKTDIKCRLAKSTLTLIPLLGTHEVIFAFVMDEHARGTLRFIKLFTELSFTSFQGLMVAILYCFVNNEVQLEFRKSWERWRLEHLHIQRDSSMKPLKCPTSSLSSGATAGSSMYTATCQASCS
GLP-1R inv ag – qHTS of GLP-1 Receptor Inverse Agonists (Inhibition Mode); Glucagon-like peptide 1 receptor (Homo sapiens), P43220; Potency, µM (top dose mostly 38.3 µM), for the others: at the top dose activity change, negative = inhibition, usual class: inhibitors; AID 624417, 2012; 410,000 compounds, 1.6% hits; HEK293 GLP-1R CRE-luciferase, luminescence, 24 h; GLP-1R form is constitutively active; note: potency is the fitted concentration of half-maximal effect; % is set by controls: 0 for no effect and ±100 for the full control effect; nearly all actives have a fitted effect of over 55% in size
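Cells are plated, allowed 12 hours at 37 deg C, then treated with compounds for 24 hr before luciferase detection reagent is added and luminescence is read after 12 min at room temperature. The HEK293 line carries constitutively active GLP-1R with a cAMP-responsive reporter.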
Akt phos inh – HTS Assay for Inhibitors of Akt Phophorylation: Primary Screen; Neuro2A IGF-stimulated pAkt S473 HTRF, 20 min; stronger effect = lower value; activity change, % for hits at 50 µM; 360,000 compounds, 0.32% hits; in the data active = activity change below about -80%; inconclusive = mostly about -51% to -80%; note: % is set by controls: 0 for no effect and ±100 for the full control effect
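Neuro2A cells (4,500/well, DMEM with 0.5% FBS) were treated with compound at a single 50 µM final concentration, stimulated with 6 nM IGF for 20 min at 37 °C, and lysed. Phospho-Akt Ser473 was read by HTRF as 665/615 ratio ×10^4.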
Numbers without * were called inactive; i = inactive; ? = inconclusive; . = no result given; [ ] = another dose, or the depositor's remark. Unless noted, calls come from the whole dose curve; as a rule, active = well fitted curve in the direction sought with a large enough effect; inconclusive = small, poorly fitted or top-dose-only effect, or another doubt; inactive = no such curve, though single readings can be large; an effect the other way counts as inactive or inconclusive.

Start of the listing, in advance (2 entries):
SMILES	FUS yeast rescue	aSyn yeast inh	PTHR1 agonist	Abeta yeast res	TDP-43 yeast inh	DRD3 antagonist	GLP-1R agonist	GLP-1R inv ag	Akt phos inh
O=C(CNC(=O)c1ccccc1Cl)OCC(=O)N1CCc2ccccc21	8%	7%	-5%	0%	-5%	2	9%	-3%[0.307 µM]	i
CC/C(=N/NC(=O)c1ccc(Br)cc1)c1ccc(OCCN2CCOCC2)cc1	1%	-3%	i	-2%	7%	-5	8%	?	i

All compounds of this part, from the first entry:
SMILES	FUS yeast rescue	aSyn yeast inh	PTHR1 agonist	Abeta yeast res	TDP-43 yeast inh	DRD3 antagonist	GLP-1R agonist	GLP-1R inv ag	Akt phos inh
O=C(CNC(=O)c1ccccc1Cl)OCC(=O)N1CCc2ccccc21	8%	7%	-5%	0%	-5%	2	9%	-3%[0.307 µM]	i
CC/C(=N/NC(=O)c1ccc(Br)cc1)c1ccc(OCCN2CCOCC2)cc1	1%	-3%	i	-2%	7%	-5	8%	?	i
Cc1cc(C)c(NC(=O)CSc2nncn3c2cc2oc(C)cc23)c(C)c1	-18%	.	i	16%	11%	.	.	3%	.
CN(C)CCNc1nc2c(c(=O)[nH]c(=O)n2C)n1CCOc1ccccc1	-21%	-1%	0%	-4%	-9%	-13	-4%	-2%	i
Nc1cc2c(cc1C(=O)c1ccc(Cl)cc1)OCCO2	17%	8%	-10%[57.5 µM]	?	?	-3	?	1%	i
Cc1csc2c(N3CCC(C(=O)O)CC3)ncnc12	-4%	3%	i	6%	12%	2	-1%	5%	i
COc1cc(CCC(=O)OCC(=O)Nc2c(C)cccc2C(C)C)cc(OC)c1OC	.	8%	i	9%	12%	10	0%	15%	i
COc1ccc(NC(=S)Nc2cccc(S(=O)(=O)N3CCCCC3)c2)cc1	.	1%	i	-1%	-10%	34	-12%	0%	i
COc1cccc(CN2CCC(CO)(CC3CCCCO3)CC2)c1 (configuration not stated)	13%	-9%	-15%	-4%	-16%	-25	12%	?	i
COc1cccc(C(=O)N/N=C2/SCC(=O)N2CCc2ccc(OC)c(OC)c2)c1	-8%	1%	-4%	14%	-22%	-22	2%	0%	i
CC(C)(O)C#CC#CCN1CCOCC1	-48%	3%	-3%	-3%[9.22 µM]	9%	18	-10%	-12%	i
CCN(C(=O)c1ccc2c(=O)n3c(nc2c1)CCCCC3)c1cc(OC)ccc1OC	9%	0%	i	1%	-3%	18	4%	3%	i
CC(=O)Nc1ccc(S(=O)(=O)N2CCSC2C(=O)O)cc1 (configuration not stated)	2%	-3%	i	2%	-25%	10	-9%	2%	i
O=C(Nc1ncccc1Cl)c1ccc2c(c1)OCCO2	2%	-2%	-29%	-3%	18%[9.22 µM]	6	7%	3%	i
CCCC(=O)NCC1(N(C)C)CCCCC1	2%	.	1%	-13%	-20%	.	.	12%	.
CCCCCCN1C[C@H](O)[C@@H](n2cc(C3CC3)nn2)C[C@@H]1c1ccc(C)cc1	4%	10%	-38%[inhibitor]	2%	15%	-30	14%	?	i
NC(=O)Cc1nc2scc(-c3ccc(Cl)cc3)c2c(=O)[nH]1	9%	-1%	-10%	4%	-10%	-8	12%	-24%	i
COc1cc(NC(=O)CSc2nc3nc(C)c(Cc4ccccc4Cl)c(C)n3n2)cc(OC)c1	1%	.	i	-2%	27%	.	.	-76%	.
CNC(=O)C1CCN(Cc2cc3ccccc3n2Cc2ccccc2C)CC1	-13%	.	i	1%	0%	.	.	?	.
CCN(CC)C(=O)COc1ccc(S(=O)(=O)N2CCCC2)cc1	-8%	0%	i	4%	13%	-8	3%	16%	i

Pulled by compound from the entries so far (six):
SMILES	FUS yeast rescue	aSyn yeast inh	PTHR1 agonist	Abeta yeast res	TDP-43 yeast inh	DRD3 antagonist	GLP-1R agonist	GLP-1R inv ag	Akt phos inh
CCN(C(=O)c1ccc2c(=O)n3c(nc2c1)CCCCC3)c1cc(OC)ccc1OC	9%	0%	i	1%	-3%	18	4%	3%	i
COc1cccc(CN2CCC(CO)(CC3CCCCO3)CC2)c1 (configuration not stated)	13%	-9%	-15%	-4%	-16%	-25	12%	?	i
CCCC(=O)NCC1(N(C)C)CCCCC1	2%	.	1%	-13%	-20%	.	.	12%	.
CCCCCCN1C[C@H](O)[C@@H](n2cc(C3CC3)nn2)C[C@@H]1c1ccc(C)cc1	4%	10%	-38%[inhibitor]	2%	15%	-30	14%	?	i
CC(=O)Nc1ccc(S(=O)(=O)N2CCSC2C(=O)O)cc1 (configuration not stated)	2%	-3%	i	2%	-25%	10	-9%	2%	i
O=C(Nc1ncccc1Cl)c1ccc2c(c1)OCCO2	2%	-2%	-29%	-3%	18%[9.22 µM]	6	7%	3%	i

(further entries)
SMILES	FUS yeast rescue	aSyn yeast inh	PTHR1 agonist	Abeta yeast res	TDP-43 yeast inh	DRD3 antagonist	GLP-1R agonist	GLP-1R inv ag	Akt phos inh
CC(=O)c1cccc(NC(=O)COC(=O)c2cccs2)c1	13%	-8%	-51%[inhibitor]	-12%	0%	-13	1%	8%	i
Cc1cc(C(=O)OCC(=O)Nc2nccs2)c2ccccc2n1	10%	1%	-9%	-1%	6%	0	-1%	16%	i
C=CCCCN(Cc1ccccc1)S(=O)(=O)c1ccccc1Br	-1%	-3%	-52%[inhibitor]	-16%	0%	?	0%	8%	i
O=C(c1ccccc1)N1CCN(c2ccc([N+](=O)[O-])c(NCc3cccnc3)c2)CC1	.	7%	-18%	18%	5%	9	1%	25%	i
COC(=O)c1cccc(S(=O)(=O)N2CCC(C)CC2)c1	14%	0%	?	0%	?	-9	3%	1%	i
Cc1ccc(NC(=O)/C=C/c2ccco2)cc1S(=O)(=O)N1CCCCCC1	?	0%	-37%	17%	?	1	10%	10µM*	i
CC(C(=O)N1CCOCC1)c1ccc([N+](=O)[O-])cc1 (configuration not stated)	-28%	-5%	-15%	-19%	-11%	-13	2%	6%	i
O=C(CCC(=O)OCC(=O)c1ccc(Br)cc1)Nc1ccc(Br)c2cccnc12	-13%	-8%	-16%	-8%	-3%	-24	-8%	8%	i
COC(=O)CC1=C(C(=O)OC)C(c2ccncc2)C(C#N)=C(N)O1 (configuration not stated)	-12%	-2%	-8%[57.5 µM]	7%	4%	-7	3%	13%	i
O=C(Cc1ccccc1)NCCSCc1ccc(Cl)cc1	10%	6%	i	-8%	?	6	-5%	?	i
COc1ccc(S(=O)(=O)ON=C2CC(C)(C)N(C(C)=O)C(C)(C)C2)cc1	-9%	2%	-1%	-7%	8%	-24	0%	-9%	i
CCCC1CCc2c(sc(NC(=O)c3cccs3)c2C(N)=O)C1 (configuration not stated)	-16%	-9%	-10%[57.5 µM]	6%	-13%	-94*	-11%	16%	i
COc1ccc(S(=O)(=O)Oc2ccccc2C(N)=O)cc1	2%	6%	i	-9%	24%	4	-2%	-22%	i
Cn1c(NC(=O)c2cccs2)cc(=O)n(C)c1=O	-14%	4%	-4%	2%	13%	30	0%	-4%	i
COc1cccc(-c2nc(-c3ccccc3)c3ccc(Cl)cc3n2)c1	-21%	2%	-3%	-17%	0%	22	-2%	25%	i
COc1ccc(-n2ncc(S(=O)(=O)c3ccccc3)c2-c2ccc(Cl)cc2)cc1	35%	1%	-24%[57.5 µM]	26%	?	22	-3%	?	i
c1csc(-c2nc3ccccc3[nH]2)c1	-12%	-14%	-4%[57.5 µM]	-17%	-21%	-20	-5%	5%	i
COc1cccc(-n2nnc(-c3nc(-c4cccs4)no3)c2N)c1	21%	.	i	-4%	15%	.	.	23%	.
CC(/C=N/NC(=O)c1cc(-c2cccs2)[nH]n1)=C\c1ccccc1	3%	3%	-17%	13%	?	15	19%	?	i
Cc1ccc(NC(=O)CSc2ccc(-c3ccco3)nn2)c(C)c1	15%	2%	-25%	9%	.	7	2%	2%	i
Cc1ccc(S(=O)(=O)NCCOc2nc(N3CCOCC3)nc(N3CCOCC3)n2)cc1	19%	-4%	-27%	7%	-60%[inhibitor]	-10	21%	0%	i
O=C(NCc1ccc2c(c1)OCO2)C1CCC(CNc2c(N3CCCC3)c(=O)c2=O)CC1 (configuration not stated)	-5%	3%	-16%	3%	0%	49	4%	4%	i
N#Cc1c(N)n(CCNC(=O)c2ccc(Cl)cc2)c2nc3ccccc3nc12	24%	0%	i	-13%	-5%	11	-2%	24%	i
Cc1nn(C)c(C)c1NC(=O)/C(C#N)=C\N(C)C	-10%	3%	-18%	-7%	9%	11	0%	30%	i
CC(Cc1ccsc1)NC(=O)CCc1nnc(CCc2ccccc2)o1 (configuration not stated)	18%	0%	i	0%	-20%	-8	-1%	-10%	i
Cc1ccc(OCc2nnc(SCCN3CCOCC3)n2C)cc1	-10%	-6%	-30%[57.5 µM]	12%	-1%	?	-1%	-1%	i
O=C1NC[C@H](CCCCN2C[C@H](Cc3ccc(O)cc3)N(CCc3ccc(O)cc3)C(=O)C2=O)N(CCc2ccccc2)C1=O	24%	5%	-21%	-10%	17%	8	-3%	13%	i
COc1ccc(-n2cc(-c3ccccc3)c3c(NCc4cccc(Cl)c4)ncnc32)cc1	29%	.	-9%	2%	7%	.	.	?	.

Only part of the results is shown; the hit share may differ from the screen's.
